POLI inh = blocks human DNA polymerase iota activity | Pol iota fluorescent replication assay, 10 min | Potency, µM (top dose mostly 115 µM), for the others: at the highest dose activity, negative = inhibition, most hits filed as inhibitors | 390,000 compounds, 1% hits | AID 588590; further: potency means the concentration at half of the fitted maximal effect
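Pol iota at 10 nM preincubated 15 min with compounds at room temperature; reaction started with fluorescent substrate, 50 nM final. Fluorescence read kinetically at 0 and 10 min; buffer-only wells as negative control.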
APE1 inh = inhibitors of human APE1 endonuclease; 350,000 compounds, 0.35% hits; recombinant APE1, TAMRA/BHQ-2 abasic DNA cleavage fluorescence; P27695; Potency, µM (highest dose often 65.8 µM), without a hit: top-dose activity change, negative = inhibition, actives largely listed as inhibitors;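 further: potency means the concentration at half of the fitted maximal effect; plate controls were vehicle for no effect and reference inhibitor for full effect; nearly all actives have a fitted effect of over 55% in size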
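Compound pre-exposure to 0.75 nM APE1, 15 min at ambient temperature. Reaction initiated with 50 nM TAMRA/BHQ-2 THF substrate, read immediately in kinetic mode, 525 nm excitation, 598 nm emission.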
Pol kappa inh = DNA polymerase kappa (human) inhibition; Q9UBT6; 400,000 compounds, 0.53% hits; Potency, µM (highest dose often 107 µM), for the others: top-dose activity, negative = inhibition, most hits filed as inhibitors; AID 588579; purified Pol kappa, fluorescent DNA synthesis assay, 10 min; further: potency means the concentration at half of the fitted maximal effect; on the % scale 0 is the no-effect control and ±100 the full control effect
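Fluorescent qHTS in 1536-well format: enzyme (10 nM) and compound sat 15 min at room temperature before 50 nM substrate (final) was added. Signal taken at 0 and 10 min; no-enzyme buffer wells were negative controls.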
ALOX12 inh = inhibitors of human 12S-lipoxygenase ALOX12 | AID 1671190 | purified 12hLO, xylenol orange hydroperoxide absorbance | Potency, µM (doses to about 108 µM), for inactives: at the top dose activity change, negative = inhibition, hits mostly inhibitors | 580,000 compounds, 1.1% hits | P18054; further: potency means the concentration at half of the fitted maximal effect; on the % scale 0 is the no-effect control and ±100 the full control effect
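Hydroperoxide product was detected by ferrous iron/xylenol orange as the 573 to 405 nm absorbance ratio. Arachidonic acid at 40 uM (final) was turned over for 30 min at room temperature by 150 nM human 12hLO, pH 7.0 Hepes buffer, after 15 min compound preincubation.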
Pol beta inh = inhibitors of human DNA polymerase beta; P06746; Pol beta primer extension/strand displacement, fluorescence kinetic; Potency, µM (highest dose often 114 µM), without a hit: at the top dose activity change, negative = inhibition, hits mostly inhibitors; AID 485314; 340,000 compounds, 1.3% hits; further: potency means the concentration at half of the fitted maximal effect; on the % scale 0 is the no-effect control and ±100 the full control effect
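Values derive from four-parameter Hill fits of normalized kinetic data: reads at 0 and 10 min following addition of 50 nM substrate to 10 nM Pol beta preincubated 15 min with compound.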
Anesthetic bind = candidate novel general anesthetic via apoferritin binding | AID 485281 | P02791 | 350,000 compounds, 0.074% hits | apoferritin/1-aminoanthracene competitive binding, fluorescence | Potency, µM (highest dose often 77.5 µM), inactives show top-dose activity change, negative = displacement, most hits filed as inhibitors; further: potency means the concentration at half of the fitted maximal effect; on the % scale 0 is the no-effect control and ±100 the full control effect; nearly all actives have a fitted effect of over 20% in size
Target sequence (P02791 2-175 limits assumed): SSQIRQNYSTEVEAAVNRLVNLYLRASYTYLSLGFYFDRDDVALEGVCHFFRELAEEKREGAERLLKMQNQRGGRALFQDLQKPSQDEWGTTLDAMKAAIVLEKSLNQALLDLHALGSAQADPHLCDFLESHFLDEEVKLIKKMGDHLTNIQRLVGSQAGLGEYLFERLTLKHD
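10 uM apoferritin + 50% sat. 1-AMA, PBS; cpd 10 min RT; Ex380/Em535 endpoint; normalized to free probe vs complex; 4-param Hill fit; propofol titration as pos. ctrl.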
TRHR agonist = TRH receptor (human) agonism. 360,000 compounds, 0.18% hits. activation, % at 2 µM. TRHR cells, calcium flux fluo-8, FDSS agonist mode; in the data active means activation above about 30%; further: 0% is about no effect
Target sequence (P34981 whole entry, looked up): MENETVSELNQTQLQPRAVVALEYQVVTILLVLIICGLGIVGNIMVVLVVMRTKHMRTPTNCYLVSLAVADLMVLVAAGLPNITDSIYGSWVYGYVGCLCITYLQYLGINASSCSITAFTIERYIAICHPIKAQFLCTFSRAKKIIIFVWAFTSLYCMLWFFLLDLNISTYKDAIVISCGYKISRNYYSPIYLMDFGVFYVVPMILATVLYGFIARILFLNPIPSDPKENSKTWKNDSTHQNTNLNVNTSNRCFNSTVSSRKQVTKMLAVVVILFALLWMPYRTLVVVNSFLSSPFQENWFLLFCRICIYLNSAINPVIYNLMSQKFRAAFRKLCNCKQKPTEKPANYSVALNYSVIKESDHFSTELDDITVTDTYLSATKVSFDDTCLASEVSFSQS
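TRHR-expressing cells loaded with fluo-8 calcium dye; 23 nL library compound pin-transferred, kinetic FDSS fluorescence (Ex 480/Em 530) recorded about 180 s for agonist-induced calcium release, before a 10 nM TRH EC20 addition for potentiator mode.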
ERG Ets-DNA blk = blocks human ERG Ets domain binding to DNA. P11308. fluorescence polarization, His-ERG Ets domain / labelled DNA. Potency, µM (doses to about 76.9 µM), for inactives: at the highest dose FP activity, negative = inhibition, most hits filed as inhibitors. 370,000 compounds, 0.028% hits. AID 624246; active means well fitted inhibition curve with a large enough effect in the polarisation, with a control signal flat; inconclusive means small, poorly fitted or top-dose-only effect, or effect the other way, or a change in a side signal; inactive means no such curve, though single readings can be large or run the other way; the % refers to the polarisation;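 further: polarization taken with two DNA probes labelled with fluorescein and Texas red; potency means the concentration at half of the fitted maximal effect; % of control where 0% means no effect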
Target sequence (P11308 whole entry, looked up, the tested form may be a part): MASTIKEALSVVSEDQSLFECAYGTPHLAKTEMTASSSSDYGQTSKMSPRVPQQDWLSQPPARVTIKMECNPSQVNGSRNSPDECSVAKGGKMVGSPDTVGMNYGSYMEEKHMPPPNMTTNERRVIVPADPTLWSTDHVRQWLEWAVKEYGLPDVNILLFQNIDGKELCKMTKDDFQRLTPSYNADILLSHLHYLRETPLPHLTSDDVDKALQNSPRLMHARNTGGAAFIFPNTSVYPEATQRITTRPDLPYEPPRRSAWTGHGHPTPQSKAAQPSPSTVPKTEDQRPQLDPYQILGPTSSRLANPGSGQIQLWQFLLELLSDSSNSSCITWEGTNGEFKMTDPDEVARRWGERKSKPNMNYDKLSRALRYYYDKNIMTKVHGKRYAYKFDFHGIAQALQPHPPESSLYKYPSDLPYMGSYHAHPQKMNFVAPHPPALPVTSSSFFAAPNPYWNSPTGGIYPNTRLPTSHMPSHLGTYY
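His-tagged ERG Ets domain (1 uM in the protein solution; 300mM KCl, 50mM Tris-HCl, 1mM EDTA, 1mM DTT, pH 7.5) received compound, then a probe mix of 5 nM fluorescein-DNA and 100nM Texas-615-DNA. Fluorescence polarization was read for both dyes.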
BLM inh = inhibitors of human Bloom syndrome helicase BLM; recombinant BLM DNA unwinding, fluorescence dequenching; Potency, µM (series often up to 56.1 µM), inactives show top-dose activity change, negative = inhibition, most hits filed as inhibitors; P54132; 350,000 compounds, 0.2% hits;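 further: potency means the concentration at half of the fitted maximal effect; plate controls were vehicle for no effect and no enzyme for full effect; nearly all actives have a fitted effect of over 35% in size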
Numbers without * were called inactive; ? = inconclusive; . = no result given; & = joins results of further samples; [ ] = remark or other dose. Unless noted, the call rests on the fitted dose curve; in most records, active means well fitted curve in the direction sought with a large enough effect; inconclusive means small, poorly fitted or top-dose-only effect, or another doubt; inactive means no such curve, though single readings can be large; an effect the other way counts as inactive or inconclusive.

SMILES	POLI inh	APE1 inh	Pol kappa inh	ALOX12 inh	Pol beta inh	Anesthetic bind	TRHR agonist	ERG Ets-DNA blk	BLM inh
Cc1ccc(S(=O)(=O)N(CC(=O)c2ccccc2)C(=O)N2CCN(C)CC2)cc1	9.8%	9.8%	-7.8%	-10.2%	.	.	0.5	0.4%	.
COc1cccc(-n2nnnc2S(C)(=O)=O)c1	14.2%	-1.2%	-15.6%	.	7.7%	-15.4%	7.7	-1.5%	-2.7%
CCOc1cccc(CNCc2ccc(C(=O)O)cc2)c1	46.0%[activator]	?	-0.9%	?	49.4%	-5.0%	0.0	-2.8%	2.3%
O=C(Cc1cccc(NC(=O)C2CCCN(C(=O)C3CCCCC3)C2)c1)Nc1cccc(C(=O)N2CCCC2)c1 (configuration not stated)	39.7%[activator]	3.1%	0.6%	4.2%	.	.	0.6	-1.8%	.
Cc1ccc(C)c(-n2cc(CNCCc3cnccn3)c(-c3ccccc3)n2)c1	30.2%[activator]	1.8%	-0.9%	-4.1%	-0.2%	-7.2%	1.0	2.9%	3.0%
C=CCc1c(C)nn(CC(=O)O)c1-c1ccccc1	16.1%	0.7%	-3.7%	0.0%	36.4%	-9.9%	0.1	-7.8%	2.8%
O=C(NC1CCCCC1)C1CCC(=O)N(Cc2cccc(C(F)(F)F)c2)C1 (configuration not stated)	24.7%	35.7%	-23.5%	7.6%	0.0%	-11.1%	0.0	5.7%	1.0%
CCc1nnc(NC(=O)CCN2C(=O)CCC2=O)s1	14.7%	12.7%	-8.1%	-10.9%	5.4%	-6.8%	0.0	-3.0%	2.0%
CCc1nc2ccc(C)cc2c(C(=O)NC2CCCCC2C)c1C (configuration not stated)	22.9%	-3.9%	-7.9%	0.0%	-3.4%	-10.8%	1.0	2.2%	-4.1%
O=c1[nH]ncc2c3ccccc3n(Cc3ccccc3)c12	20.0%	2.3%	-4.3%	6.4%	44.5%	-14.7%	.	9.0%	0.6%
CCOC(=O)C(NC(=O)c1ccccc1)(OCc1ccccc1)C(F)(F)F (configuration not stated)	170.5%[activator]	?	-8.5%	-4.0%	27.2%	-4.7%	-0.5	0.8%	-0.9%
CCC(C)(C)NC(=O)C(NS(=O)(=O)c1cccs1)c1ccccc1 (configuration not stated)	-12.7%&-1.8%	17.1%	-6.7%	-6.3%&0.0%	56.6%&-25.1%	-2.3%&-2.6%	-0.8&-0.3	7.7%&2.3%	-3.7%&-2.7%
COc1ccc(CNC(=O)CSc2nnnn2C)cc1OC	38.1%[activator]	12.4%	-0.5%	-21.6%	17.2%	1.4%	0.5	-1.5%	0.6%
CCCCn1c(N)c(N(CC)C(=O)c2ccc(N(C)S(=O)(=O)c3ccc(C)cc3)cc2)c(=O)[nH]c1=O	21.0%	-2.8%	-13.6%	2.4%	.	.	0.4	5.0%	.
COc1ccc(-n2nc(C(=O)Nc3cc(OC)c(OC)c(OC)c3)c3ccccc3c2=O)c(OC)c1	16.6%	12.1%	-10.2%	-12.9%	47.9%[activator]	-1.5%	-0.2	-7.2%	-12.3%
CCOC(=O)N1CCN(C(=O)COc2ccc(Br)cc2Cl)CC1	6.0%	-4.4%	-2.2%	0.0%	0.0%	-7.3%	-1.3	11.5%	-2.5%
COc1ccc(-n2c(COc3ccc(C)cc3)nnc2SCC(=O)O)cc1	29.4%	-4.2%	0.0%	0.0%	29.1%	-4.2%	0.3	5.4%	-2.5%
CCCCN(CCCNC(=O)Cn1nc(CC)n2c(cc3sc(C)cc32)c1=O)Cc1ccccc1	7.6%	22.1%	-11.9%	-2.7%	48.9%	-6.8%	-1.5	2.3%	3.6%
C/C(=N\NC(=O)Cc1ccc(O)cc1)c1cccnc1	22.4%	50.8%[activator]	2.0%	493.2%[activator]	36.9%	-6.7%	0.4	-2.9%	-0.4%
COCCn1c(-c2ccccc2)nc2oc3cc(OC)ccc3c(=O)c2c1=O	?	-1.3%	5.3%	4.7%	10.1%	-15.2%	-0.6	-8.5%	-5.8%
CCOc1cc(C2C(C(=O)OC)=C(C)N=C3SCCC(=O)N32)ccc1OC(C)=O (configuration not stated)	-4.8%	-2.1%	-9.7%	8.8%	-13.7%	-13.5%	1.1	1.0%	-0.1%
CCS(=O)(=O)c1ccc(N)cc1	-23.6%	-3.6%	0.5%	-12.9%	0.4%	-9.5%	-1.9	15.7%	-0.2%
C[n+]1cccc(C(=O)Nc2ccccc2)c1	21.9%	51.4%	17.6%	0.0%	-8.9%	11.4%	1.3	-14.8%	-1.6%
CC(C)CNC(=O)COc1cccc(C(=O)NCc2ccccc2)c1	42.6%[activator]	19.8%	-18.6%	-9.5%	53.1%	-2.7%	0.5	-3.1%	3.2%
CC(C)CNC(=O)c1ccccc1NC(=O)c1ccc(CN2CCOCC2)cc1	10.7%	-4.2%	9.1%	-10.4%	-0.7%	-0.4%	-0.7	-4.9%	-3.5%
O=C(Nc1cccnc1)Nc1cccc([N+](=O)[O-])c1	67.4%[activator]	-7.1%	-12.7%	-2.4%	14.9%	-9.0%	1.0	-16.3%	-2.9%
COC(=O)c1cc2c(cc1NC(=O)c1c(C)nn(-c3ccc(C)cc3)c1-n1cccc1)OCO2	-14.0%	.	10.6%	-8.9%	30.3%	-3.9%	0.6	-4.9%	-1.9%
COc1cccc([C@@H]2Oc3ccc(OC)cc3C(=O)[C@H]2OC(=O)N[C@H](C)C2CCCCC2)c1	.	0.9%&-4.1%	.	.	1.6%	-13.5%	0.2	.	7.0%&-2.3%
C/C(=N\NC(=O)c1cccc(S(=O)(=O)N2CCCC2)c1)c1ccccc1F	33.6%[activator]	-0.7%	6.0%	4.9%	.	.	-0.4	10.4%	.
Cc1cc(C(=O)CSc2ncn[nH]2)c(C)n1-c1cccc(S(=O)(=O)N2CCOCC2)c1	11.0%	8.0%	3.2%	-8.2%	0.3%	-3.6%	-0.2	-8.2%	-3.8%
COCCNC(=O)CCn1nc(-c2ccc(Cl)cc2)c2ccccc2c1=O	41.0%&31.6%[activator]	2.9%	-6.1%&-2.1%	-10.6%&-18.1%	8.6%&4.8%	-8.9%&-11.7%	0.2&-1.2	2.5%&-0.2%	1.1%&0.0%
O=C(c1ccccc1F)N1CCN(Cc2cccc(Cl)c2)CC1	0.4%	-4.6%	-2.4%	?	14.8%	-8.6%	-0.1	-3.6%	4.1%
CCOC(=O)C1CCCCN1Cc1cccc(OCc2ccccc2)c1 (configuration not stated)	-3.7%	-3.5%	4.1%	22.9%	?	-11.7%	-0.4	-2.6%	-3.8%
COC(=O)c1sccc1NC(=O)Nc1cc(C)cc(C)c1	?	10.0%	-12.8%	-63.9%	8.6%	-5.1%	-0.7	-3.5%	-9.8%
Cc1ccccc1NC(=S)N1CCN(c2ccccc2Cl)CC1	117.4%[activator]	7.3%	1.3%	-33.0%	16.2%	-7.7%	5.3	-6.6%	-6.3%
CC(=O)Nc1ccc(C(=O)CN2C(=O)NC3(CCCCCC3)C2=O)c(F)c1	37.8%[activator]	11.5%	-11.1%	15.8%	.	.	.	-11.6%	.
CCOC(=O)c1oc2cc(O)c(CC)cc2c(=O)c1-c1ccc2c(c1)OCCO2	47.9%[activator]	-6.0%	-26.1%	?	18.4%	3.8%	-0.6	-5.7%	-5.5%
O=C(CN1C(=O)COc2ccc(S(=O)(=O)N3CCOCC3)cc21)N1CCN(c2ccccc2F)CC1	18.3%	.	-15.2%	-21.2%	2.8%	-5.5%	0.4	1.8%	-2.0%
COc1ccc(-n2ncc(C(=O)NCc3ccc4c(c3)OCO4)c2C2CCN(C(=O)OC(C)(C)C)CC2)cc1	0.8%	.	-13.6%	-20.9%	2.5%	-7.8%	1.2	0.2%	-7.8%
CCOc1ccc(C(=O)Nc2cccc(C(=O)O)c2)cc1Cl	13.9%	0.0%	1.9%	0.6%	6.7%	-2.6%	1.2	-6.4%	-0.5%
O=C1[C@@H]2[C@H]3CC[C@H](C3)[C@@H]2C(=O)N1O	12.5%	?	-10.7%	0.0%	-16.3%	11.7%	0.3	-1.2%	3.4%
CCn1c(SCc2ccccc2F)nc(=O)c2c(C(=O)OC)cc(C3CC3)nc21	-12.6%	.	-12.2%[60.1 µM]	-12.7%	-21.6%	?	-0.1	-0.5%	-8.4%
CCOC(=O)N1CCC(NC(=O)c2cc(S(=O)(=O)N3CCC4(CC3)OCCO4)ccc2F)CC1	18.7%	-1.5%	-4.2%	23.1%	32.8%	-8.4%	0.2	-8.3%	1.0%
O=C(CCNC(=O)c1ccccc1)NNC(=O)c1ccc(F)cc1	-1.1%	10.7%	-6.4%	-3.1%	.	.	.	2.0%	.
CCOC(=O)c1sc(NC(=O)c2ccco2)nc1-c1ccccc1	?	3.5%	-4.8%	-15.8%	13.3%	-6.3%	-0.3	2.6%	0.1%
CSCCC(NC(=O)COc1ccccc1)C(=O)OCc1ccc(Cl)cc1 (configuration not stated)	35.0%[activator]	.	-5.2%	?	.	.	.	-1.3%	.
COc1cccc(CNC(=O)C2CCCN(S(=O)(=O)c3cnc[nH]3)C2)c1 (configuration not stated)	-1.9%	-5.4%	15.9%	22.3%	-7.0%	-2.5%	0.0	-0.7%	3.4%
CC1(NC(=O)Nc2cccc(Br)c2)CCS(=O)(=O)C1 (configuration not stated)	76.1%[activator]	25.4%	-6.4%	1.3%	.	.	.	-1.5%	.

2 entries from above, bar-delimited.
compound | POLI inh | APE1 inh | Pol kappa inh | ALOX12 inh | Pol beta inh | Anesthetic bind | TRHR agonist | ERG Ets-DNA blk | BLM inh
CCOC(=O)c1oc2cc(O)c(CC)cc2c(=O)c1-c1ccc2c(c1)OCCO2 | 47.9%[activator] | -6.0% | -26.1% | ? | 18.4% | 3.8% | -0.6 | -5.7% | -5.5%
CCOC(=O)C(NC(=O)c1ccccc1)(OCc1ccccc1)C(F)(F)F (configuration not stated) | 170.5%[activator] | ? | -8.5% | -4.0% | 27.2% | -4.7% | -0.5 | 0.8% | -0.9%

Bioassay records deposited in PubChem BioAssay by National Center for Advancing Translational Sciences (NCATS).

This is a subset; rates above refer to the full screens.
